# NCI-60 one-dose screen, 48 h, at 10 µM unless noted. Numbers give growth in % (100 = growth as untreated, 0 = no growth, -100 = all killed).
# HCT-15: HCT-15 colon cancer. 82,000 tested, 5.2% active
# HT29: HT29 colon cancer. 81,000 tested, 7.4% active. AID 1794748
# HCT-116: HCT-116 colon cancer; 82,000 tested, 7.3% active
# COLO 205: COLO 205 colon cancer; 79,000 tested, 7.3% active; AID 1794742
# SNB-75: SNB-75 CNS cancer. 79,000 tested, 5% active
# SW-620: SW-620 colon cancer | 82,000 tested, 5.2% active | AID 1794795
# KM12: KM12 colon cancer cells. 82,000 tested, 5% active. AID 1794800
# HCC-2998: HCC-2998 colon cancer | 79,000 tested, 4.7% active | AID 1794799
# SNB-19: SNB-19 CNS cancer cells. AID 1794751. 81,000 tested, 2.5% active
# An asterisk follows results filed as active; x = not tested or not shown; & = joins results of further samples. The calls were made as follows: active = growth percent below 10; inactive = the rest.
SMILES,HCT-15,HT29,HCT-116,COLO 205,SNB-75,SW-620,KM12,HCC-2998,SNB-19
CSC(NC(=O)c1ccccc1)=C(C#N)C#N,103,112,95,112,77,101,99,99,91
CC(=O)Nc1cscc1NC(C)=O,106,96,103,100,93,98,106,94,93
O=Cc1ccc(C(=O)O)cc1,99,97,106,x,99,111,105,119,99
Fc1ccc(-c2cnc3nonc3n2)cc1,88,105,83,95,99,92,85,112,95
COc1ccc(-c2cc(-c3cccnc3)nc(S(=O)(=O)CC(=O)Nc3ccc(C)cc3)c2C#N)cc1OC,95,x,86,97,79,98,96,92,95
CC1=NN(C(N)=S)C(c2ccc(N(C)C)cc2)C1 (centres undefined),66,66,79,100,66,90,91,83,94
O=C(NCc1ccccc1)c1ccc([N+](=O)[O-])cc1,95,105,108,112,73,108,107,101,97
O=c1[nH]c2ccc(Oc3ncccn3)cc2c(=O)n1Cc1cccc(NS(=O)(=O)c2cccc(F)c2)c1,88,89,84,x,89,104,87,102,82
O=[N+]([O-])c1ccc(Nc2ccccc2N=Cc2c(O)ccc3ccccc23)c2nonc12,96,101,93,105,89,96,102,106,99
O=C1CCC(NCc2ccc(Cl)cc2)N1 (centres undefined),97,99,95,110,100,102,101,99,94
Cc1cc(C)cc(N)c1,104,110,108,115,94,98,112,194,89
O=[N+]([O-])c1ccc(NS(=O)(=O)c2cc(Cl)ccc2Cl)c2ccccc12,54,59,45,74,61,64,40,32,60
CC(C)CC(NC(=O)c1c(Cl)ccc(Cl)c1Cl)C(=O)O (centres undefined),98,100,97,102,85,100,100,97,108
CCCC(CCC)Oc1ccc(CCCC2=C(O)c3ccccc3C(=O)C2=O)cc1,22,26,17,44,46,28,24,13,28
[C-]#[N+]c1c(-c2ccc(OC)c(OC)c2)cc(-c2ccc(Cl)c(Cl)c2)nc1N,79,68,53,95,91,85,96,104,101
COc1cc(/C=C/C(=O)Nc2ccc3c(c2)/C(=C\c2cccn2C)C(=O)N3)cc(OC)c1OC,32,54,37,54,9.4*,83,34,x,65
O=C(CSc1nnc2n(Cc3ccccc3)c(=O)c3c4c(sc3n12)CCCC4)N1CCN(c2ccccc2)CC1,106,85,83,92,103,99,95,102,102
Cc1ccc(/C=C(/C#N)c2nc3ccccc3s2)cc1,95,97,82,117,81,98,103,104,93
O=C(O)C1=C2C(=O)Nc3cccc(c32)C2(C1)C(=O)Nc1ccccc12 (centres undefined),113,107,108,113,76,109,116,104,105
S=CN1CCCCC1,100,108,102,121,93,105,99,103,109
COc1ccc([C@H]2c3[nH]c4ccccc4c3C[C@H]3C(=O)N(CCCCCCC(=O)NO)CC(=O)N23)c(OC)c1,96,74,44,83,x,55,90,92,92
NCCNc1nc2c3c(sc2c(=O)[nH]1)CCCC3,106,95,98,95,97,100,102,105,101
CN(C)c1ccc(-c2nc(SCC(=O)N3CCN(c4cc5c(cc4F)c(=O)c(C(=O)O)cn5C4CC4)CC3)nc(Cl)c2C#N)cc1,98,106,99,109,99,95,107,103,98
COc1cc2cc(CNc3ccc(Nc4nccc(-c5ccc6ccccc6c5)n4)cc3)c(=O)[nH]c2cc1OC,88,71,84,90,101,93,84,109,87
OCC1OC(c2ccc(OCc3ccccc3)cc2OCc2ccccc2)C(O)C1O (centres undefined),94,102,93,113,79,101,103,114,97

# The listing continues.
SMILES,HCT-15,HT29,HCT-116,COLO 205,SNB-75,SW-620,KM12,HCC-2998,SNB-19
CCc1ccc(-c2cc(/C=N\O)no2)cc1,101,111,89,102,88,99,97,106,98
C=CCNc1ccc2c3c(cccc13)C(=O)N(CC=C)C2=O,97,105,86,110,90,108,101,106,100
CCOC(=O)N1C2c3ccccc3C(c3ccccc32)N1C(=O)OCC,103,95,101,114,84,105,115,97,105
COc1ccc(-c2nnc(CSc3nc(-c4c(Cl)cccc4Cl)c(C#N)c(=O)[nH]3)o2)cc1,97,76,97,88,92,106,99,91,101
Cc1cc2nc3c4cc([N+](=O)[O-])cc([N+](=O)[O-])c4n(CCN(C)C)c3nc2cc1C,57,66,45,71,72,46,77,88,68
O=S(=O)(O)c1cccc2c(S(=O)(=O)O)cccc12,106,109,81,119,89,98,109,112,91
O=C(CN1CCN(c2cc3c(cc2F)c(=O)c(C(=O)O)cn3C2CC2)CC1)N/N=C/c1cc2ccccc2[nH]1,97,98,91,94,82,102,85,102,91
CCCC(C)c1cc([N+](=O)[O-])cc([N+](=O)[O-])c1O (centres undefined),97,105,92,110,100,102,87,106,101
COC(=O)/C=C/c1ccccc1[N+](=O)[O-],106,103,93,125,98,115,106,131,100
CCOC(=O)C(CCC(C)C)C(=O)OCC,104,94,108,110,95,102,104,101,109
Nc1cc(-c2ccc(Cl)cc2)nn1-c1nc(-c2ccc(Br)cc2)cs1,98,92,94,100,89,106,104,101,91
CN1C(=O)N(C)C2(c3ccccc3)N(CC(=O)NCCc3ccccc3)C(=O)NC12c1ccccc1 (centres undefined),102,107,99,109,78,99,104,113,98
CC(C)NCCCCCNc1cc(O)cc2cccnc12,95,54,66,-36*,56,83,100,55,107
COc1cc(O)c(C(=O)CC(=O)c2ccncc2)c(OC)c1,109,107,95,96,95,98,104,108,101
CCCCC(CC)OC(=O)Cc1ccccc1 (centres undefined),109,106,108,105,102,109,109,104,116
Cc1cc(CSc2ccccc2C(=O)NCCNc2ccc([N+](=O)[O-])cc2)on1,94,97,91,102,78,98,91,101,84
c1ccc2c(-c3cc(-c4cc(-c5cccc6ccccc56)on4)no3)cccc2c1,101,110,108,118,125,102,107,106,97
c1ccc(Cn2cnc3ccc(-c4nc(-c5ccc6c(c5)ncn6C5CCCCC5)cn5ccnc45)cc32)cc1,-9.0*,-49*,-76*,-30*,-67*,2.2*,-39*,-88*,20
C[C@H]1[C@H](C)CC[C@]2(C(=O)NCCCNCCCCNCCCN)CC[C@]3(C)C(=CC[C@@H]4[C@@]5(C)C/C(=C/c6cccnc6)C(=O)C(C)(C)[C@@H]5CC[C@]43C)[C@H]12,98,99,88,99,73,100,89,105,92
COc1cc(NC(=O)CN2CCN(c3cc(=O)[nH]c4ccc(F)cc34)CC2)cc(OC)c1OC,97,100,99,109,84,91,96,103,89
NNc1nncc2ccccc12,95&112,105&109,96,103&111,73&94,110&101,107&111,93,100&109
N#C/C(=C\c1ccc(Br)cc1)n1nnc2cc(Cl)c(Cl)cc21,14,9.9*,22,x,26,19,30,35,48
COc1ccc(-c2nc(N=Nc3c(O)[nH]c4ccccc34)nc(N3CCOCC3)c2C#N)cc1,70,49,30,68,44,67,73,95,73
O=C1Nc2ccccc2/C1=C/c1cn(CCCn2cc(/C=C3\C(=O)Nc4ccccc43)c3ccccc32)c2ccccc12,62,57,53,85,61,87,45,84,83
O=c1c2cc(F)ccc2sc2c(N3CCCCC3)nc3ccccc3c12,103,98,91,106,90,104,105,101,101

# Following part
SMILES,HCT-15,HT29,HCT-116,COLO 205,SNB-75,SW-620,KM12,HCC-2998,SNB-19
CC1COC(C)(C)O1 (centres undefined),103,100,103,104,91,106,106,94,106
COC(OC)C(=O)c1ccccc1,114,103,111,113,113,98,110,112,96
CC1CCCC1C(=O)O (centres undefined),100,93,99,100,80,104,100,109,106
CCOc1ccc(C(CN2CCOCC2)C(C)=O)cc1OC (centres undefined),54,107,97,58,86,60,93,115,103
CCOC(=O)c1cc(=O)c(SC(=S)N2CCCC2)co1,106,99,106,106,89,95,94,95,104
Nc1nc(NCc2ccccc2)n(S(=O)(=O)c2ccc(F)cc2F)n1,103,104,89,111,83,104,108,106,102
Cc1nn(-c2ccccc2)c2nc3c(nc12)C1=NCCN1C(c1ccc2c(c1)OCO2)N3 (centres undefined),90,99,99,88,54,93,103,100,90
N#Cc1c(/N=C\NNC(=O)c2ccc(Cl)cc2)oc(-c2ccccc2)c1-c1ccccc1,80,91,91,102,65,93,97,102,92
O=c1[nH]c2nnnn2c2sc3c(c12)CCCC3,96,101,87,97,84,105,89,99,107
COc1cc(OC)c(C(=O)c2nccn2C)c(OC)c1,99,102,95,115,69,108,x,106,100
COc1ccc(Nc2n[nH]c(N)c2C(N)=O)c(OC)c1,105,100,87,100,x,108,92,103,95
CN(C)c1ccc(C2C(C#N)=C(N)Oc3c2ccc2ccccc32)cc1 (centres undefined),63,106,82,120,27,68,68,98,88
COc1ccc2c3nc4cc(C)c(C)cc4nc3n(CCN(C)C)c2c1,1.9*,31,-61*,62,22,-52*,-18*,-56*,9.9*
CN1C(=O)C(C2=NN(c3ccccc3)C(c3ccccc3C(=O)O)C2)C(=O)N(C)C1=O (centres undefined),107,98,85,108,94,106,99,107,99
O=C(Cn1cc[n+](CC(=O)c2ccc(Cl)cc2)c1)Nc1cccc2cccnc12,97,102,99,99,57,94,91,97,89
O=[N+]([O-])c1ccc(N/N=C/c2ccccc2)nc1,100,110,105,116,96,119,102,99,103
c1coc(-c2cn3ccnc3c(-c3ccco3)n2)c1,90,110,93,105,81,98,92,105,95
Cc1ccc(C(=O)CSc2n[nH]c(-c3ccncc3)n2)cc1,99,99,101,112,74,101,96,x,95
CCCC1(C2CCCC2)NC(=O)NC1=O (centres undefined),101&103,104&107,107&103,111&108,89&90,98&106,103&109,109&104,104&93
COc1ccc(/C=C2\SC(=S)NC2=O)cc1,96,100,85,98,80,86,108,96,96
CCOC(=O)Oc1c(OC)cc(C(=O)c2ccc(OC)c(O)c2OC)cc1OC,15,30,9.6*,90,34,20,26,40,26
COc1ccc(-n2ncc3c2ccc2cc(S(=O)(=O)c4ccccc4)c(=O)n(C)c23)cc1,92,81,78,108,50,97,89,102,93
O=Nc1ccc(-[n+]2ccccc2)c([N+](=O)[O-])c1,102,101,109,107,96,105,119,125,108
Nc1cc([N+](=O)[O-])ccc1C(=O)O,108,113,103,103,98,103,104,108,107
CCC(=O)c1ccc(O)cc1O,105,76,83,96,93,100,100,110,98

# Next section:
SMILES,HCT-15,HT29,HCT-116,COLO 205,SNB-75,SW-620,KM12,HCC-2998,SNB-19
CC(C)CC(C(=O)O)N1C(=O)/C(=C\c2ccc(-c3ccc(Cl)cc3)o2)SC1=S (centres undefined),105,115,102,117,94,102,101,95,99
COc1ccc(C(=O)NCCNc2nccc(Nc3ccc(S(=O)(=O)Nc4ccccn4)cc3)n2)cc1,113,97,77,113,104,103,102,101,96
CCCCCCCCCN1CCCCC1,93,94,73,109,83,96,105,105,99
Cc1ccc(NC(=O)Cn2c(O)c(N=Nc3ccc(S(N)(=O)=O)cc3)c3ccccc32)cc1,50,67,31,88,68,31,67,109,72
N#Cc1c(-c2cccs2)cc(-c2cnccn2)nc1SCC(=O)Nc1ccc(Br)cc1,83,91,69,96,51,77,98,100,69
CCc1c(CC(=O)O)c2cc(C)ccc2n1Cc1ccc(Cl)cc1,98&99,117&109,110&97,123,94&84,102&102,95&96,98&125,91&102
C=CC(=O)NCc1cccc(Nc2ncc(Br)c(NCCCNC(=O)C3CCC3)n2)c1,0.9*,-18*,4.9*,-26*,-70*,0.6*,5.0*,-49*,3.6*
CC(=O)Oc1ccc([N+](=O)[O-])cc1,103,105,106,112,89,102,109,115,104
CC(=O)Oc1ccc(OCCCN(C)c2ccccc2)cc1,53,96,62,100,65,49,62,78,73
Cn1cc(-c2ccc(F)c(C(F)(F)F)c2)nc1C1CCN(c2ncnc3[nH]ncc23)CC1,70,61,69,84,-15*,89,73,95,53
COc1ccc(-c2cnc3nonc3n2)cc1OC,74,91,68,101,105,84,92,107,99
Cc1cc(S(=O)(=O)NO)c(N)cc1Cl,108,100,99,107,104,97,102,118,106
O=c1[nH]c(=O)n(C2CC(O)C(CO)O2)cc1I (centres undefined),88,106,93,77,97,82,87,98,85
O=c1c(N=Nc2nccs2)c(-c2ccccc2)[nH]n1-c1nc(-c2ccccc2)cs1,19,32,27,x,61,40,29,42,24
CN(C(=O)CN(CCO)CC(=O)N(C)C(C)(C)Cc1ccccc1)C(C)(C)Cc1ccccc1,77,21,37,50,51,83,82,46,83
CC1(C)N=C(N)N=C(N)N1c1cccc(CCc2ccccc2)c1,86,14,20,30,63,27,22,2.3*,31
COc1cc(S(N)(=O)=O)c(OC)cc1N,105,99,105,125,102,103,111,104,98

# By substructure, the entries above with a COOH group (10)
SMILES,HCT-15,HT29,HCT-116,COLO 205,SNB-75,SW-620,KM12,HCC-2998,SNB-19
O=Cc1ccc(C(=O)O)cc1,99,97,106,x,99,111,105,119,99
CC(C)CC(NC(=O)c1c(Cl)ccc(Cl)c1Cl)C(=O)O (centres undefined),98,100,97,102,85,100,100,97,108
O=C(O)C1=C2C(=O)Nc3cccc(c32)C2(C1)C(=O)Nc1ccccc12 (centres undefined),113,107,108,113,76,109,116,104,105
CN(C)c1ccc(-c2nc(SCC(=O)N3CCN(c4cc5c(cc4F)c(=O)c(C(=O)O)cn5C4CC4)CC3)nc(Cl)c2C#N)cc1,98,106,99,109,99,95,107,103,98
O=C(CN1CCN(c2cc3c(cc2F)c(=O)c(C(=O)O)cn3C2CC2)CC1)N/N=C/c1cc2ccccc2[nH]1,97,98,91,94,82,102,85,102,91
CC1CCCC1C(=O)O (centres undefined),100,93,99,100,80,104,100,109,106
CN1C(=O)C(C2=NN(c3ccccc3)C(c3ccccc3C(=O)O)C2)C(=O)N(C)C1=O (centres undefined),107,98,85,108,94,106,99,107,99
Nc1cc([N+](=O)[O-])ccc1C(=O)O,108,113,103,103,98,103,104,108,107
CC(C)CC(C(=O)O)N1C(=O)/C(=C\c2ccc(-c3ccc(Cl)cc3)o2)SC1=S (centres undefined),105,115,102,117,94,102,101,95,99
CCc1c(CC(=O)O)c2cc(C)ccc2n1Cc1ccc(Cl)cc1,98&99,117&109,110&97,123,94&84,102&102,95&96,98&125,91&102
